# Source: PubChem BioAssay
# Mac1 fbg inh – blocks human CD11b/CD18 adhesion to fibrinogen; P05107+P11215; K562 CD11b/CD18 adhesion to fibrinogen, ATPlite luminescence; Mn2+ added to activate the integrin; inhibition, % at 10 µM; 93,000 tested, 0.54% active;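 active means primary inhibition of 50% or more at 10 µM, then 40% or more on retest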; further: some results filed as inactive read as strong as hits
# PLK1 inh – blocks human PLK1 kinase activity; 97,000 tested, 0.53% active; P53350; recombinant PLK1 kinase, TR-FRET peptide phosphorylation; inhibition, % at 10 µM; AID 619;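 active means inhibition of 50% or more in the single-concentration screen; inactive means inhibition below 50%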;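 further: 0% = DMSO max control and 100% = H-89 dihydrochloride min control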
# Target sequence (P53350 whole entry, looked up): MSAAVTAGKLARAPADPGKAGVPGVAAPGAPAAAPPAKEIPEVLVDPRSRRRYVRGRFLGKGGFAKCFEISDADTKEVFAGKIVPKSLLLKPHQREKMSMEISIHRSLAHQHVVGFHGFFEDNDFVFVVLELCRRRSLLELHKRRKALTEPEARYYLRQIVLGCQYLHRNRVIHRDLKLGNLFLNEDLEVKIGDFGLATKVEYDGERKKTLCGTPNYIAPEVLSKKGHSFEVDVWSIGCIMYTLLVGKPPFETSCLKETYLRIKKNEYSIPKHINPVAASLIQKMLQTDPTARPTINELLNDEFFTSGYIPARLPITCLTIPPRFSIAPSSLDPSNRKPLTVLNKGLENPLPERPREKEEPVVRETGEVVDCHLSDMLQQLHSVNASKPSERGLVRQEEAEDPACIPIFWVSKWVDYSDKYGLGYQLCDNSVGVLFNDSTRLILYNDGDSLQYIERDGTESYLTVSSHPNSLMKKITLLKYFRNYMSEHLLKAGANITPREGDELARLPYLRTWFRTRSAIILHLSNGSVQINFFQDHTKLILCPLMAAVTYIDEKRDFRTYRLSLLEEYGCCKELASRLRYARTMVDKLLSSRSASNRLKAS
# PLK1 PBD inh – Plk1 (human) PBD binding inhibition; P53350; Plk1 PBD phosphopeptide binding, fluorescence polarization; inhibition, %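 (tested at about 20 µM)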; 97,000 tested, 0.13% active; AID 693; in the data active means inhibition above about 34%, passing the limit was not always enough
# Rev-RRE block – HIV Rev-RRE protein-RNA interaction inhibition. 97,000 tested, 0.79% active. AID 704. inhibition, % at 8 µM. P05866. Rev peptide-RRE RNA binding, FRET;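 active means inhibition above the screen-wide mean plus 3 SD, cut at about 35% in these data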;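 further: 0% = median DMSO wells and 100% = median Neomycin B control wells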
# Target sequence (P05866 whole entry, looked up): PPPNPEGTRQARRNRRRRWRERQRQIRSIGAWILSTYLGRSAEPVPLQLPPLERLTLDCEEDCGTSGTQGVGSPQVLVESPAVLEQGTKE
#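 System: Cy5-labelled duplex RRE RNA binding fluorescein-labelled HIV Rev peptide; Signal: fluorescein-to-Cy5 FRET, 480 nm excitation; Also added: labelled Rev peptide; Compound: one concentration, 8 µM nominal; Buffer or medium: HEPES pH 7.5 salt buffer with EDTA; Read-out: % inhibition of FRET ratio versus controls; Schedule: 5 min preincubation and 15 min binding, 25 °C.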
# ERa coact inh – blocks coactivator binding to human estrogen receptor alpha | TR-FRET ER-alpha LBD / SRC-1 peptide, estradiol-bound | inhibition, % at 25.6 µM | 86,000 tested, 1.7% active | AID 629; in the data active means inhibition above about 50%;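 further: 0% = receptor plus peptide control and 100% = peptide only without receptor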
# ERa coact pot – enhances coactivator binding to human estrogen receptor alpha. P03372. TR-FRET ERalpha-LBD/SRC-Cy5 coactivator binding, 2 h; 100 = basal binding, no effect. coactivator binding (% of control), % at 25.6 µM. 86,000 tested, 1.3% active. AID 639; in the data active means activity above about 200%;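 further: binding measured in presence of low estradiol as agonist stimulus; 0% = peptide alone without receptor and 100% = receptor with peptide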
# CD11b adhes enh – enhancers of human CD11b/CD18 binding to fibrinogen | P05107+P11215 | activation, % at 10 µM | 93,000 tested, 0.07% active | K562 CD11b/CD18 adhesion to fibrinogen, ATPlite luminescence | AID 1499;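 active means 10 µM primary screen giving 50% or more activity, confirmed by 40% or more on retest at that dose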; further: strong numbers were not always called active
# FAK inh – FAK (human) kinase inhibition; 97,000 tested, 0.84% active; inhibition, %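 (tested at 7 µM)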; Q05397; biochemical FAK kinase activity assay; in the data active means inhibition above about 19%;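 further: 0% = DMSO and 100% = reference compound high control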
# ERb SRC1 inh – ER-beta (human) coactivator binding inhibition | Q92731 | TR-FRET ER-beta LBD / SRC1-Cy5 peptide binding; receptor agonist-loaded with 1 µM estradiol | inhibition, % at 25.6 µM | 86,000 tested, 1.3% active | AID 633;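 active means compounds whose percent inhibition of the receptor-coactivator binding signal exceeds about 50% in the single-dose screen, limit read from the data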;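 further: 0% = receptor plus peptide wells without compound and 100% = peptide-only wells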
# * hit, by the source's call; nt = not tested or not shown; [ ] = dose if it differs, or a comment.
item | Mac1 fbg inh | PLK1 inh | PLK1 PBD inh | Rev-RRE block | ERa coact inh | ERa coact pot | CD11b adhes enh | FAK inh | ERb SRC1 inh | structure
1 | -20.3 | -3.9 | 2.0 | 7.3 | -7.0[fluorescence artefact?] | 97.8 | -1.6 | 0.9 | -8.8 | CC1(C)N=C(c2ccccc2)C(=O)N1
2 | -15.3 | -5.0 | 6.8 | 5.2 | -0.6 | 116.9[fluorescence artefact?] | -0.4 | 1.2 | 4.3 | Fc1ccc(-n2c(-c3ccco3)nc3nc4ccccc4nc32)cc1
3 | nt | -11.5 | -1.0 | 14.4 | 3.2 | 103.3 | nt | -0.4 | -9.0 | CCNc1nc(NCC)nc(SCCOC(=O)Nc2ccccc2)n1
4 | nt | -12.8 | -3.8 | 10.1 | nt | nt | nt | 0.0 | nt | COc1ccc(Br)cc1/C=N/NC(=O)c1ccc(COc2ccc3c(c2)CCC3)o1
5 | -10.8 | -8.3 | -17.6 | -0.4 | -1.1 | 104.5 | -5.5 | -1.4 | 1.9 | CCCCCn1c(CN2CCN(Cc3ccccc3)CC2)nc2c1c(=O)[nH]c(=O)n2C
6 | -4.3 | -6.0 | 7.6 | 0.6 | -3.6 | 120.7[fluorescence artefact?] | 0.0 | 3.7 | -1.9 | Cc1cccc(N2CCN(S(=O)(=O)c3cnc[nH]3)CC2)c1C
7 | -3.4 | -13.6 | 3.2 | 5.5 | 0.1 | 104.1 | -6.1 | 0.4 | -2.6 | O=C(CSCc1ccc(Cl)cc1)NCc1ccc2c(c1)OCO2
8 | -32.2 | -1.6 | 10.1 | -1.3 | -1.6 | 102.4 | -2.5 | -2.3 | -13.3 | CCOC(=O)c1cnc(SCc2nc(N)nc(Nc3ccc(OC)cc3)n2)nc1N
9 | 5.1 | 0.9 | 12.0 | 2.7 | -3.0 | 108.4 | -1.4 | -7.6 | 3.4 | O=C(C1COc2ccccc2O1)N1CCN(c2ccccc2F)CC1 (stereo not drawn)
10 | -21.8 | -7.9 | 15.4 | 3.7 | -3.0 | 101.4[fluorescence artefact?] | 2.9 | -2.0 | -4.6 | Nn1c(SCC(=O)Nc2ccc(S(=O)(=O)N3CCCC3)cc2)nnc1C(F)(F)F
11 | nt | -9.0 | -4.8 | -2.6 | 4.4 | 89.5[fluorescence artefact?] | nt | -4.1 | 5.9[fluorescence artefact?] | CCCCn1c(SCC(=O)N2CCOCC2)nnc1-c1ccoc1C
12 | nt | -11.8 | 0.9 | 6.6 | 35.5[fluorescence artefact?] | 93.0 | nt | 6.5 | 16.7[fluorescence artefact?] | COc1cc(C(=O)Nc2cccc3cccnc23)cc(OC)c1OC
13 | -22.3 | -21.7 | 0.0 | 7.0 | -6.9 | 106.6 | -3.2 | -3.6 | -7.0[fluorescence artefact?] | COc1ccc(N(CC(=O)NCc2cccnc2)S(=O)(=O)c2c(C)nn(C)c2C)cc1
14 | -33.1 | nt | nt | nt | -3.2 | 92.0 | -2.7 | nt | 1.4 | Cc1nnc2sc(-c3ccccn3)nn12
15 | 10.8 | nt | nt | nt | -14.8 | 107.6 | 0.2 | nt | 0.8 | Cc1ccc2nsnc2c1N(S(C)(=O)=O)S(C)(=O)=O
16 | -1.9 | -8.3 | -2.3 | -1.5 | -28.1 | 107.0 | -1.1 | -3.6 | -29.6 | CCOC(=O)C(C(=O)OCC)N(C#N)c1nc(SC)nc(N(C)C)n1
17 | -2.3 | 11.6 | 32.2 | -0.6 | -6.7 | 105.4 | 1.2 | 0.0 | -8.9 | Cn1c(=O)c2c(nc(SCC(=O)N3CCc4ccccc4C3)n2C)n(C)c1=O
18 | -1.2 | -11.0 | -7.2 | 13.1 | 11.0[fluorescence artefact?] | 128.8 | 1.0 | 21.8* | 1.8[fluorescence artefact?] | Cc1nn(Cc2ccc(C(=O)Nc3nccs3)cc2)c(C)c1Cl
19 | 1.3 | 1.3 | -5.4 | 9.8 | 1.0 | 98.0 | -1.0 | -1.5 | 14.4 | Cc1cc(O)c(C(C[N+](=O)[O-])c2ccc(Cl)cc2Cl)c(=O)o1 (stereo not drawn)
20 | 4.3 | -19.2 | -14.4 | 1.9 | -1.5 | 118.5 | -2.4 | -5.9 | -1.6 | O=C(NCC1CCCO1)c1csc2c1CCCC2 (stereo not drawn)
21 | 5.4 | -12.2 | 9.6 | 2.7 | -6.2 | 128.3 | 3.0 | 0.5 | -7.3 | COC(=O)COc1ccc(S(=O)(=O)NCc2ccco2)cc1Cl
22 | 0.2 | -8.7 | -7.0 | 14.5 | -3.8 | 111.9 | 1.1 | 1.4 | -6.7 | CN(C)C(=O)N1CCN(C(=O)N(C)C)CC1
23 | nt | -10.8 | -9.7 | 4.8 | 4.3 | 99.0 | nt | -2.3 | -9.4 | CN1C(=O)CC(NNC(=O)c2ccc(Cl)cc2)C1=O (stereo not drawn)
24 | 7.7 | 4.0 | 19.0 | 7.3 | 7.7[fluorescence artefact?] | 282.9*[fluorescence artefact?] | -4.5 | -14.3 | 13.4[fluorescence artefact?] | O=C(CSc1ncnc2c1oc1ccccc12)c1cccs1

# In a second layout: 4 of the compounds above
3) CCNc1nc(NCC)nc(SCCOC(=O)Nc2ccccc2)n1
  Mac1 fbg inh: nt	PLK1 inh: -11.5	PLK1 PBD inh: -1.0	Rev-RRE block: 14.4	ERa coact inh: 3.2	ERa coact pot: 103.3	CD11b adhes enh: nt	FAK inh: -0.4	ERb SRC1 inh: -9.0

4) COc1ccc(Br)cc1/C=N/NC(=O)c1ccc(COc2ccc3c(c2)CCC3)o1
  Mac1 fbg inh: nt	PLK1 inh: -12.8	PLK1 PBD inh: -3.8	Rev-RRE block: 10.1	ERa coact inh: nt	ERa coact pot: nt	CD11b adhes enh: nt	FAK inh: 0.0	ERb SRC1 inh: nt

5) CCCCCn1c(CN2CCN(Cc3ccccc3)CC2)nc2c1c(=O)[nH]c(=O)n2C
  Mac1 fbg inh: -10.8	PLK1 inh: -8.3	PLK1 PBD inh: -17.6	Rev-RRE block: -0.4	ERa coact inh: -1.1	ERa coact pot: 104.5	CD11b adhes enh: -5.5	FAK inh: -1.4	ERb SRC1 inh: 1.9

6) Cc1cccc(N2CCN(S(=O)(=O)c3cnc[nH]3)CC2)c1C
  Mac1 fbg inh: -4.3	PLK1 inh: -6.0	PLK1 PBD inh: 7.6	Rev-RRE block: 0.6	ERa coact inh: -3.6	ERa coact pot: 120.7[fluorescence artefact?]	CD11b adhes enh: 0.0	FAK inh: 3.7	ERb SRC1 inh: -1.9

# Other records:
item | Mac1 fbg inh | PLK1 inh | PLK1 PBD inh | Rev-RRE block | ERa coact inh | ERa coact pot | CD11b adhes enh | FAK inh | ERb SRC1 inh | structure
25 | 0.2 | 5.3 | 16.0 | 5.6 | 59.0* | 78.8 | 47.6 | 11.6 | 34.4 | CCc1nnc2n1N=C(c1ccc(-c3cc(Cl)ccc3Cl)o1)CS2
26 | -8.0 | -7.0 | 11.7 | 6.3 | -2.3[fluorescence artefact?] | 156.3 | 0.1 | 4.4 | -5.8 | O=C(NCC(=O)N(CC1CCCO1)C(C(=O)NC1CCCCC1)c1ccc(F)cc1)c1ccco1 (stereo not drawn)
27 | -18.2 | -14.7 | 5.8 | 88.1*[fluorescence artefact?] | 17.2[fluorescence artefact?] | 93.0[fluorescence artefact?] | -1.5 | 2.8 | 43.4[fluorescence artefact?] | CCOC(=O)CC(=O)CSc1nc(-c2cccnc2)ccc1C#N
28 | -5.9 | -4.8 | -11.9 | 6.1 | -3.2 | 74.9 | -3.6 | 0.3 | 7.6 | COc1cccc(NC(=O)c2ncn[nH]2)c1
29 | 11.8 | -14.2 | -13.5 | 3.2 | nt | nt | -2.5 | -2.5 | nt | Cc1cccc2cc(CN(Cc3cccs3)C(c3nnnn3C3CCCC3)C(C)C)c(=O)[nH]c12 (stereo not drawn)
30 | 12.1 | -16.9 | 14.4 | -3.0 | nt | nt | -5.8 | -1.2 | nt | O=C1NC(=O)/C(=C/c2ccccc2Oc2ccc(Cl)cc2)S1
